Spn PMK inh – inhibitors of Streptococcus pneumoniae phosphomevalonate kinase; purified PMK, PK/LDH-coupled NADH absorbance 340 nm; inhibition, % at 10 µM; 65,000 compounds, 0.49% hits; AID 539;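 active means top-ranked compounds by inhibition in the single 10 µM screen, taking a fixed number of the strongest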;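 further: 0% = full reaction with DMSO carrier and 100% = background rate without enzyme reaction; no value below 0 was filed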
HPDE-C7K KRASV12 – cytotoxicity in KRAS-transformed pancreatic duct cells, primary screen, cell-based, fluorescence, HTS (AID 431). HPDE-C7K KRASV12 cells, Alamar Blue viability, 48 h; higher % means a stronger effect. one-dose cytotoxicity, % at 10 µM; EC50 in µM for titrated hits. 63,000 compounds, 1.7% hits;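 active means compounds whose percent cytotoxicity in the single-dose primary screen, scaled between solvent and toxic-drug controls, exceeds 50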;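 further: 0% = DMSO solvent wells and 100% = doxorubicin-treated wells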
TNAP inhibition – inhibition of tissue-nonspecific alkaline phosphatase – biochemical, luminescent (AID 518) | purified TNAP enzyme, luminescent substrate readout; higher % means a stronger effect | inhibition, % at 20 µM, or IC50 in µM where a hit was titrated | 64,000 compounds, 0.09% hits; in the data active means a potency from the dose series; inactive means the rest, 99 in 100 with inhibition below about 22%;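 further: plate controls were vehicle for no effect and reference inhibitor for full effect; many of its hits are not listed in these tables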
HPDE-C7 viability – cytotoxicity in HPDE-C7 cells, cell-based, fluorescence, HTS (AID 430). one-dose cytotoxicity, % at 10 µM; EC50 in µM for titrated hits. 63,000 compounds, 1.8% hits. HPDE-C7 pancreatic duct cells viability, fluorescence; higher % means a stronger effect;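 further: cells exposed to compound for 48 hours before viability readout; 0% = vehicle and 100% = reference cytotoxic drug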
LYP inhibition – LYP phosphatase inhibitors, primary screen, biochemical, DiFMUP fluorescence, recombinant catalytic domain, 10 µM (AID 606); recombinant LYP catalytic domain, DiFMUP fluorescence; higher % means a stronger effect; one-dose inhibition, % at 10 µM; IC50 in µM for titrated hits; 52,000 tested, under 10 active;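 active means IC50 under 40 µM in the dose-response test; inactive means IC50 of 40 µM or more, or never dose-tested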
MK inhibit – blocks S. pneumoniae mevalonate kinase; purified MK, PK/LDH-coupled NADH absorbance 340 nm; inhibition, % at 10 µM; 65,000 compounds, 0.48% hits; AID 555;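 active means ranked among the strongest by inhibition in the single 10 µM screen, a fixed top-ranked set picked for dose follow-up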; further: no value below 0 was filed
HT1080 viability – HT1080 cell viability loss – fluorescence readout (AID 620) | 87,000 compounds, 0.42% hits | HT1080 viability, fluorescence; higher % means a stronger effect | cytotoxicity, % at 10 µM, or EC50 in µM where a hit was titrated;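 further: cells exposed to compound overnight then 4 h with Alamar Blue; 0% = vehicle DMSO and 100% = killing control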
Bfl-1 inhibitors – Bfl-1 inhibitors, primary screen, biochemical, fluorescence polarization, FITC-Bid, mouse (AID 432). FITC-Bid BH3 peptide fluorescence polarization displacement; higher % means a stronger effect. one-dose displacement, % at 20 µM; IC50 in µM for titrated hits. 64,000 compounds, 0.02% hits; in the data active means a potency from the dose series; inactive means the rest, 99 in 100 with displacement below about 15%; further: strong numbers were not always called active
Spn DPM-DC inh – S. pneumoniae DPM-DC inhibition | purified DPM-DC, PK/LDH coupled NADH fluorescence | calls only at 10 µM | 65,000 compounds, 0.49% hits;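 active means the 320 compounds with the highest percent inhibition in the single-dose primary screen, excluding strongly autofluorescent ones, cut at about 32% in these data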;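 further: kinetic rate of NADH fluorescence loss reporting ADP formed by the decarboxylase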
Spn PMK inh pilot replicates – further read-out of Spn PMK inh, marked with its call; inhibition, %; measured here: pilot screen replicates
MK inhibit pilot replicates – second read-out of MK inhibit, no call of its own (marks repeat the call); inhibition, %; measured here: pilot screen replicates
Spn DPM-DC inh pilot screen % – also measured in Spn DPM-DC inh; calls as there; inhibition, %; measured here: pilot screen trials
Numbers without * were called inactive; i = inactive; · = not tested or not shown; + = active, no number. Unless noted, no stated cut-off is given here; in the data, active means cytotoxicity above about 50%; inactive means the rest.

SMILES | Spn PMK inh | HPDE-C7K KRASV12 | TNAP inhibition | HPDE-C7 viability | LYP inhibition | MK inhibit | HT1080 viability | Bfl-1 inhibitors | Spn DPM-DC inh | others
O=c1[nH]c2cc3c(cc2cc1CN(CCCO)Cc1nnnn1Cc1ccc(F)cc1)OCO3 | 9 | -6% | 8% | -1% | 8% | 7 | -2% | -4% | +
CCN1CCN(c2nc3c(c(=O)n(C)c(=O)n3C)n2CCSc2ncccn2)CC1 | 17 | 9% | 10% | 20% | 6% | 12 | 8% | 8% | i | Spn PMK inh pilot replicates=3.0;MK inhibit pilot replicates=0.0;Spn DPM-DC inh pilot screen %=0.0
COc1cccc(C2/C(=C(/O)c3cnn(-c4ccccc4)c3C)C(=O)C(=O)N2CCN(C)C)c1 (stereo not drawn) | 4 | -3% | 8% | -8% | -14% | 12 | -6% | -3% | i
CN(C1CCCCC1)S(=O)(=O)Cc1ccccc1 | 0 | -5% | 6% | -3% | 13% | 9 | 0% | 4% | i
O=C(N1CCN(c2ccccc2)CC1)C12CC3CC(CC(C3)C1)C2 | 17 | -25% | 9% | -8% | -4% | 0 | 10% | -3% | i
O=C(CSc1nnnn1-c1ccc2c(c1)OCCO2)N1CCc2ccccc21 | 12 | -2% | 7% | -5% | -1% | 7 | -2% | 2% | i
CC(C)NS(=O)(=O)c1ccc(CCC(=O)N2CCOCC2)cc1 | 3 | -1% | 6% | -2% | -3% | 6 | 2% | -5% | i
O=C(NCc1ccccc1)NC(=O)c1ccccc1 | 15 | -2% | 10% | 0% | · | 11 | 2% | -4% | i
Nc1ccccc1OCCOCCOCCOc1ccccc1N | 15 | 8% | 11% | 5% | · | 10 | 1% | -3% | i
O=C(OCc1c(Cl)cccc1Cl)c1cccnc1 | 1 | 6% | 9% | 2% | -11% | 7 | 0% | -5% | i
CCCCN(CC)S(=O)(=O)c1ccc(C(=O)Nc2nnc(CSC)o2)cc1 | 6 | 9% | 12% | 24% | 8% | 5 | 6% | 3% | i
O=C1C2C3C=CC(C3)C2C(=O)N1c1n[nH]c(CCc2ccccc2)n1 (stereo not drawn) | 4 | -6% | 37% | 0% | 6% | 0 | 5% | -2% | i
O=C(Nc1ccc(Nc2ccccc2)cc1)C1CC1 | 0 | 34% | 6% | 30% | 24% | 4 | 3% | -1% | i
Cn1c(=O)n(CCCOc2ccc(Br)cc2)c2ccccc21 | 5 | -6% | 5% | -6% | · | 11 | -2% | -3% | i
O=C(CSc1nc2ccccc2c(=O)n1CC1CCCO1)N1CCN(c2ccccc2)CC1 (stereo not drawn) | 1 | 3% | 2% | -3% | -2% | 9 | 1% | 3% | i
Cc1nc2nc(SCC(=O)N3CCOCC3)nn2c(C)c1Cc1ccccc1 | 36 | 10% | 1% | -15% | · | 6 | -2% | -3% | i
O=C(CSc1nnc2ccccn12)c1ccc(OC(F)F)cc1OC(F)F | 14 | 6% | -1% | -5% | 15% | 1 | -3% | -9% | i
CCCn1nnc(NC(=O)Cc2ccc(Cl)cc2)n1 | 10 | · | · | · | 7% | 3 | -3% | · | i
CCNC(=O)CC1C(=O)N(c2ccc(C)cc2)C(=O)N1Cc1ccccn1 (stereo not drawn) | 11 | -21% | 14% | -14% | -7% | 5 | 5% | -4% | i
Nn1c(COc2ccccc2)nc2ccccc2c1=O | 12 | -9% | -1% | -10% | 13% | 6 | 0% | 0% | i
COC(=O)C1=C(N)Oc2cc(C)n(Cc3cccnc3)c(=O)c2C1c1ccccc1OC (stereo not drawn) | 9 | -5% | 9% | -9% | 1% | 10 | 4% | -9% | i
O=C1CC(N(Cc2ccco2)C(=O)Nc2ccc(F)cc2)C(=O)N1c1ccc(F)cc1 (stereo not drawn) | 5 | · | -1% | · | 6% | 14 | · | 1% | i
CC1=C(C(=O)Nc2ccccc2C)C(c2cccnc2)n2nc(CCCO)nc2N1 (stereo not drawn) | 5 | -3% | 9% | 8% | 12% | 5 | 3% | 2% | i
Cn1c(C(=O)NCCN2CCN(Cc3ccccc3)CC2)cc2c(=O)n(C)c3ccccc3c21 | 0 | 6% | 9% | 11% | · | 10 | 4% | 4% | i
CNC(=O)c1ccccc1NC(=O)c1ccc(C)c(S(=O)(=O)N2CCCCC2)c1 | 9 | 15% | 6% | 18% | 12% | 10 | 11% | -7% | i
C=CCNC(=O)c1nn2cccnc2c1Cl | 8 | 4% | 9% | -2% | 14% | 5 | 2% | 1% | i
CCOC(=O)N1CCN(Cc2nc(-c3ccccc3)no2)CC1 | 0 | 12% | 4% | 5% | 9% | 0 | 4% | -2% | i
Cc1nc(NC(=O)c2csc3ccccc23)sc1C | 4 | 3% | 14% | 10% | · | 17 | 17% | -6% | i | Spn PMK inh pilot replicates=1.5;MK inhibit pilot replicates=0.0;Spn DPM-DC inh pilot screen %=2.0
COc1cccc(C(=O)N(Cc2nc(-c3cccc(C)c3)no2)C(C)C)c1OC | 1 | -20% | 12% | -21% | 17% | 5 | -7% | -3% | i
O=C(Cn1c(NCCO)nc2ccccc21)c1ccc(Cl)cc1 | 8 | 11% | 13% | -1% | · | 10 | 1% | -5% | i
CCCCN(C)CCNC(=O)c1ccc2c(c1)NC(=O)C(N1CCCCC1)S2 (stereo not drawn) | 9 | -4% | 4% | -2% | · | 9 | 3% | 2% | i
COc1ccc(CCNC(=O)CN2C(=O)C3(OCCCO3)c3ccccc32)cc1OC | 8 | -2% | 8% | 0% | -1% | 4 | 1% | -5% | i
c1coc(-c2nnc(-c3ccc4c(c3)OCO4)o2)c1 | 0 | -23% | 13% | -16% | · | 8 | 2% | -6% | ·
COC(=O)c1ccccc1NC(=O)C1CCN(S(=O)(=O)c2cc(OC)ccc2OC)CC1 | 2 | 2% | 8% | -4% | 17% | 1 | 2% | 0% | i
CCc1cccc(NC(=O)Cn2ncn3c(cc4ccccc43)c2=O)c1 | 10 | 0% | 18% | 0% | 6% | 11 | -2% | -2% | i
O=S(=O)(Nc1cccnc1)c1ccc2c(c1)OCCO2 | 11 | 2% | 12% | -10% | -5% | 3 | -4% | -7% | i | Spn PMK inh pilot replicates=7.5;MK inhibit pilot replicates=0.0;Spn DPM-DC inh pilot screen %=2.5
CCOC(=O)c1[nH]c(=O)[nH]c1CSc1ccccn1 | 12 | -11% | 8% | -14% | -6% | 0 | 8% | 0% | i
COc1ccc(-c2nnc(SCC(=O)c3cccs3)o2)cc1 | 0 | 3% | 14% | -13% | -4% | 9 | 7% | -2% | i
O=C(c1ccc(COc2ccc(Cl)cc2)o1)N1CCN(Cc2ccc3c(c2)OCO3)CC1 | 3 | 95%* | 14% | 69%* | 16% | 6 | 3% | -2% | i
CC1(C)CC2(CCCN3C(=O)CSC32)CCS1 (stereo not drawn) | 4 | · | 13% | · | · | 12 | 4% | -4% | i
COc1ccc(N=Cc2c(O)[nH]c3ccccc23)cc1OC | 11 | 26% | 6% | 20% | 3% | 0 | 18% | 6% | i
Cc1cc(S(=O)(=O)N(Cc2ccccc2)Cc2ccc(N(C)C)cc2)ccc1-n1cnnn1 | 1 | -12% | 13% | -20% | 7% | 10 | -5% | 1% | i | Spn PMK inh pilot replicates=4.0;MK inhibit pilot replicates=0.0;Spn DPM-DC inh pilot screen %=6.0
COc1ccc(N(CC(=O)NC(C)(C)C)C(=O)c2ccco2)cc1 | 0 | -7% | 3% | -10% | · | 4 | -23% | 10% | i
COc1ccc(-n2c3c(cc(C(=O)N4CCCCC4)c2=O)C(=O)CC(C)(C)C3)cc1 | 0 | -14% | -6% | 5% | 2% | 4 | -6% | 5% | i
Cc1nc2ccccc2c(=O)n1CCCO | 0 | -1% | 6% | 2% | 9% | 1 | · | -3% | i

Compounds shown so far with two or more sulfur atoms, in the order listed:
SMILES | Spn PMK inh | HPDE-C7K KRASV12 | TNAP inhibition | HPDE-C7 viability | LYP inhibition | MK inhibit | HT1080 viability | Bfl-1 inhibitors | Spn DPM-DC inh | others
CCCCN(CC)S(=O)(=O)c1ccc(C(=O)Nc2nnc(CSC)o2)cc1 | 6 | 9% | 12% | 24% | 8% | 5 | 6% | 3% | i
Cc1nc(NC(=O)c2csc3ccccc23)sc1C | 4 | 3% | 14% | 10% | · | 17 | 17% | -6% | i | Spn PMK inh pilot replicates=1.5;MK inhibit pilot replicates=0.0;Spn DPM-DC inh pilot screen %=2.0
COc1ccc(-c2nnc(SCC(=O)c3cccs3)o2)cc1 | 0 | 3% | 14% | -13% | -4% | 9 | 7% | -2% | i
CC1(C)CC2(CCCN3C(=O)CSC32)CCS1 (stereo not drawn) | 4 | · | 13% | · | · | 12 | 4% | -4% | i

In the list so far, 4 have an NH in an aromatic ring:
SMILES | Spn PMK inh | HPDE-C7K KRASV12 | TNAP inhibition | HPDE-C7 viability | LYP inhibition | MK inhibit | HT1080 viability | Bfl-1 inhibitors | Spn DPM-DC inh | others
O=c1[nH]c2cc3c(cc2cc1CN(CCCO)Cc1nnnn1Cc1ccc(F)cc1)OCO3 | 9 | -6% | 8% | -1% | 8% | 7 | -2% | -4% | +
O=C1C2C3C=CC(C3)C2C(=O)N1c1n[nH]c(CCc2ccccc2)n1 (stereo not drawn) | 4 | -6% | 37% | 0% | 6% | 0 | 5% | -2% | i
CCOC(=O)c1[nH]c(=O)[nH]c1CSc1ccccn1 | 12 | -11% | 8% | -14% | -6% | 0 | 8% | 0% | i
COc1ccc(N=Cc2c(O)[nH]c3ccccc23)cc1OC | 11 | 26% | 6% | 20% | 3% | 0 | 18% | 6% | i

(next part)
SMILES | Spn PMK inh | HPDE-C7K KRASV12 | TNAP inhibition | HPDE-C7 viability | LYP inhibition | MK inhibit | HT1080 viability | Bfl-1 inhibitors | Spn DPM-DC inh | others
Cc1cc(C)cc(NC(=O)C2CCCN(S(=O)(=O)c3cnc[nH]3)C2)c1 (stereo not drawn) | 1 | 0% | 19% | -1% | -10% | 2 | 3% | -3% | i | Spn PMK inh pilot replicates=4.0;MK inhibit pilot replicates=1.5;Spn DPM-DC inh pilot screen %=0.5
CCOC(=O)N1CCC(NC(=O)CS(=O)(=O)Cc2nc(-c3ccccc3C)oc2C)CC1 | 8 | 22% | 10% | 12% | 2% | 8 | -6% | -6% | i | Spn PMK inh pilot replicates=5.0;MK inhibit pilot replicates=2.5;Spn DPM-DC inh pilot screen %=0.0
CCOC(=O)C1C(=O)Oc2ccc3ccccc3c2C1C1CCOC1=O (stereo not drawn) | 13 | -6% | 4% | -28% | 4% | 10 | -2% | -4% | i
O=C(NCc1cccnc1)C1CCN(S(=O)(=O)N2CCOCC2)CC1 | 14 | 8% | 0% | 10% | 14% | 0 | 0% | 0% | i

Source: PubChem
